# Cycloheximide cs: Cycloheximide Counterscreen for Small Molecule Inhibitors of Shiga Toxin; hit rate 12% among 300,000; cell reporter, cycloheximide protein synthesis inhibition counterscreen; max response, %; in the data active means max response mostly above about 13%, no sharp cut-off; inactive means mostly below about 14%; further: read at 38.3 µM for the half of the compounds with a filed dose; 0% is about no effect
# AmpC inh no detg: qHTS Inhibitors of AmpC Beta-Lactamase (assay without detergent) | hit rate 0.52% among 330,000 | AmpC nitrocefin hydrolysis, absorbance 480 nm, 0.0001% Triton | Potency, µM (series often up to 57.1 µM), without a hit: at the top dose activity change, negative = inhibition, most hits filed as inhibitors;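 further: potency means the concentration at half of the fitted maximal effect; plate controls were no compound for no effect and no enzyme for full effect; nearly all actives have a fitted effect of over 20% in size; some results filed as inactive show a strong effect at the top dose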
# Target sequence (P00811 whole entry, looked up): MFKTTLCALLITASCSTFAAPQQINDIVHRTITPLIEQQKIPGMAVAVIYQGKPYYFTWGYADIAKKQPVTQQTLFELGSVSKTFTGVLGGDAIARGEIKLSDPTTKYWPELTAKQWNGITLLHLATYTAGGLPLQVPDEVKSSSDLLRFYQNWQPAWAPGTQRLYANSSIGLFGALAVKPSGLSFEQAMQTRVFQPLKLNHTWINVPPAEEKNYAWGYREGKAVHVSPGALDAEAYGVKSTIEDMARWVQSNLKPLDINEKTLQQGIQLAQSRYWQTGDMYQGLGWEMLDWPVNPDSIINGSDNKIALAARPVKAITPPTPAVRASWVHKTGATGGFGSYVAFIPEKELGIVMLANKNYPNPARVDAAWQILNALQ
#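 20 mM phosphate pH 7.0 + 0.01% (detergent screen) or 0.0001% Triton X-100; 5.3 nM AmpC reagent; cpd preinc 15 min RT; nitrocefin (800 uM stock) to start; A480 q20 s × 4 min; Activity was normalised to no-enzyme and no-compound control wells.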
# Giardia FBPA inh: qHTS Assay for Inhibitors of Fructose-1,6-bisphosphate Aldolase from Giardia Lamblia. A8B2U2. purified Giardia FBPA. Potency, µM (top dose mostly 59.6 µM), for the others: top-dose activity, negative = inhibition, most hits filed as inhibitors. hit rate 0.71% among 290,000. AID 2451, 2010; further: potency means the concentration at half of the fitted maximal effect; on the % scale 0 is the no-effect control and ±100 the full control effect; nearly all actives have a fitted effect of over 55% in size
# Target sequence (A8B2U2 whole entry, looked up): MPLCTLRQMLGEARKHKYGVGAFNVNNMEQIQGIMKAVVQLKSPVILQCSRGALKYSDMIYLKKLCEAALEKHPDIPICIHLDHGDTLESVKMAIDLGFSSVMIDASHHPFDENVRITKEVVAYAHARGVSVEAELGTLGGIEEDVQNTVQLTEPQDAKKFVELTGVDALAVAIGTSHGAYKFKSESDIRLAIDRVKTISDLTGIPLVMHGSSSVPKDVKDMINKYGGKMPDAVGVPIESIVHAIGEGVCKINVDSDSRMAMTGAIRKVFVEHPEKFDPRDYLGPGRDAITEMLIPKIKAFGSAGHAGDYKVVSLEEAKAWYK
#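 40 nM FBPA preincubated 10 min at RT with compound (up to 57.5 uM final), then substrate plus GAPDH/TPI/NAD/arsenate coupling and diaphorase/resazurin added. Fluorescence read after 20 min at RT, 525/598 nm.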
# HCMV inh: qHTS Assay for inhibitors of the human cytomegalovirus (HCMV) | HFF cells, HCMV-luciferase reporter, 72 h; active compounds read low | activity change, negative = inhibition, % at 57.5 µM | hit rate 4.5% among 410,000 | AID 1259415, 2018; in the data active means activity change below about -60%; inconclusive means no clear call, values can overlap the other calls; inactive means above about -39%; further: on the % scale 0 is the no-effect control and ±100 the full control effect
#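 Two compound doses tested in HFFs infected with HCMV-luciferase, MOI 1 PFU/cell, 72 h at 37C. Lysate luminescence read with OneGlo; data normalized against buffer-only and 10uM Salinomycin inhibitor controls.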
# AmpC detergent: qHTS Inhibitors of AmpC Beta-Lactamase (assay with detergent) | P00811 | AmpC hydrolysis of nitrocefin, absorbance 480 nm, 0.01% Triton | Potency, µM (doses to about 114 µM), for the others: top-dose activity change, negative = inhibition, actives largely listed as inhibitors | hit rate 0.041% among 370,000;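 further: potency means the concentration at half of the fitted maximal effect; 0% = no-compound wells and -100% = no-enzyme wells; nearly all actives have a fitted effect of over 25% in size; some results filed as inactive show a strong effect at the top dose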
#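 AmpC (5.3 nM in the dispensed reagent) in 20 mM phosphate pH 7.0 with 0.01% (detergent screen) or 0.0001% Triton X-100 was preincubated with compounds for 15 min at room temperature. Nitrocefin was then added from an 800 uM solution, and hydrolysis was followed at 480 nm.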
# AMA1 RON2 block: qHTS for Inhibitors of AMA1-RON; Towards Development of Antimalarial Drug Lead: Primary Screen; AlphaScreen AMA1-biotinylated RON2 peptide binding; Plasmodium falciparum AMA1 (3D7) - RON2 peptide interaction; hit rate 0.2% among 360,000; AID 720542, 2013; Potency, µM (top dose mostly 58.2 µM), for the others: at the top dose activity change, negative = inhibition, actives largely listed as inhibitors;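 further: potency means the concentration at half of the fitted maximal effect; 0% = vehicle wells and -100% = peptide control; nearly all actives have a fitted effect of over 45% in size; some results filed as inactive show a strong effect at the top dose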
#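 AMA1 (3D7) with his tag at 25 nM final met compounds first, then biotinylated RON2 peptide at 25 nM; detection used donor plus acceptor beads, 10 µg/mL apiece, read by AlphaScreen after 30 min at room temperature.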
# Shiga inhibitor: A qHTS for Small Molecule Inhibitors of Shiga Toxin; Vero cells, Shiga toxin protein synthesis inhibition reporter; inhibition, % at 38.7 µM; hit rate 9.2% among 290,000; AID 2315, 2010; in the data active means inhibition mostly above about 28%, no sharp cut-off; inactive means mostly below about 43%; further: 0% is about no effect
# Active calls of the source: *; u = inconclusive; x = not tested or not shown; + = active, no number; [ ] = remark or other dose. Unless noted, the call rests on the fitted dose curve; in most records, active means well fitted curve in the direction sought with a large enough effect; inconclusive means small, poorly fitted or top-dose-only effect, or another doubt; inactive means no such curve, though single readings can be large; an effect the other way counts as inactive or inconclusive.
SMILES,Cycloheximide cs,AmpC inh no detg,Giardia FBPA inh,HCMV inh,AmpC detergent,AMA1 RON2 block,Shiga inhibitor
O=C(CN1C(=O)NC2(CCCCCCC2)C1=O)N1CCN(C(=O)c2ccco2)CC1,-9,3%,-2%,-4,2%,-3%,-7
Cc1cc(Cl)ccc1C(=O)C1CCCN(C2CCSCC2)C1 (stereo not drawn),6,-14%,0%,u,-6%,-3%,15
O=C(CSCc1ccccc1)N1CCN(c2ccccc2)CC1,47*,-5%,3%,-17,u,4%,+
Cc1cc(C)n(C(=O)C2CCCN2S(=O)(=O)c2ccc(Cl)cc2)n1 (stereo not drawn),-1,0%,2%,-18,-6%,12%,-6
O=C(O)c1nn(-c2ccccc2-c2n[nH]c(=O)[nH]c2=O)c(=O)[nH]c1=O,7,-1%,u,x,-10%,x,4
O=c1[nH]c2cc(Cl)ccc2n(CCNc2ncc(C(F)(F)F)cc2Cl)c1=O,-7,-18%,1%,-10,7%,-8%,-26
COc1ccc(NC(=O)C(OC(=O)c2cnccn2)c2ccccc2)cc1Cl (stereo not drawn),17*,10%,x,38,3%,-9%,53
O=C1COc2ccc(C(=O)COC(=O)c3ccc(F)cc3Cl)cc2N1,x,-32%,x,-4,x,-5%,x
COC(=O)C1=C(c2ccc(C(C)=O)cc2)C[C@@H]2CC[C@H]1N2C(=O)NC1CC1,x,-4%,x,33,9%,-3%,x
CC12CN3CC(C)(CN(C1)P3(=O)Oc1ccccc1)C2=O (stereo not drawn),-2,-1%,14%,0,u,19%,22
Cc1cc2nc(CCN(Cc3cccnc3)C(=S)Nc3ccc(F)cc3)[nH]c2cc1C,-2,1%,0%,-30,-12%,17%,-14
Cc1nnc(SCC2=C(C(=O)O)N3C(=O)C(NC(=O)Cn4nc(C(F)F)c(Cl)c4C)C3SC2)s1 (stereo not drawn),4,94%[activator],4µM*,-35,-10%,32%[activator],1
CC[n+]1c(C=C2C=C(C)OC(C)=C2)sc2ccccc21,5,0%,-4%,-98*,6%,1%,-8
Cc1ccc(S(=O)(=O)Nc2ccc(S(=O)(=O)N3CCOCC3)cc2)cc1[N+](=O)[O-],-6,-27%,9%,-10,-13%,-5%,-15
O=C(OCc1nnc(-c2ccccc2)o1)c1ccc2c(c1)C(=O)N(CCc1ccccc1)C2=O,-2,-16%,0%,12,u,12%,-14
CC(C)(C)OC(=O)N1CCC[C@H]1c1nnc(SCC(=O)Nc2cccc(Cl)c2)o1,-2,50%,1%,23,6%,-2%,10
CCOC(=O)c1sc(C)nc1C1CCN(C(=O)OCC)CC1,-1,9%,5%,-17,u,-3%,-3
CC(NC(=O)c1ccccc1Br)c1nnc(SCC(=O)NC2=NCCS2)n1C (stereo not drawn),-4,-19%,-3%,0,-12%,0%,-6
Cc1csc(SCC(=O)Nc2nccs2)n1,x,-14%,x,22,-23%,-1%,x
CCc1[nH]nc2c1C(Cc1ccccc1)C(C#N)=C(N)O2 (stereo not drawn),-2,-20%,-1%,40,-3%,5%,-8

# An excerpt of these results, with two lines to a compound:
# The line under a structure holds: Cycloheximide cs	AmpC inh no detg	Giardia FBPA inh	HCMV inh	AmpC detergent	AMA1 RON2 block	Shiga inhibitor
- CC(C)(C)OC(=O)N1CCC[C@H]1c1nnc(SCC(=O)Nc2cccc(Cl)c2)o1
 : -2	50%	1%	23	6%	-2%	10
- CCOC(=O)c1sc(C)nc1C1CCN(C(=O)OCC)CC1
 : -1	9%	5%	-17	u	-3%	-3
- CC(NC(=O)c1ccccc1Br)c1nnc(SCC(=O)NC2=NCCS2)n1C (stereo not drawn)
 : -4	-19%	-3%	0	-12%	0%	-6

# Next section:
SMILES,Cycloheximide cs,AmpC inh no detg,Giardia FBPA inh,HCMV inh,AmpC detergent,AMA1 RON2 block,Shiga inhibitor
Cc1cccc(NC(=O)c2nc[nH]c2C(=O)N2CCN(C(=O)OC(C)(C)C)CC2)c1,x,17%,x,-15,3%,39%[activator],x
CC(=O)c1ccc(Sc2ccc(C(C)=O)cc2)cc1,37*,1%,2%,23,1%,3%,40*
Cc1nn(CC(=O)N2CCOCC2)c(C)c1[N+](=O)[O-],-4,-27%,1%,38,4%,-1%,-7
O=c1c2sccc2nc(SCc2cc(=O)n3cc(Cl)ccc3n2)n1Cc1ccccn1,41*,-24%,-11%,69,1%,-1%,82*
Cc1cc(OCC(=O)OCC(=O)NCCN2C(=O)CSC2=O)ccc1Cl,x,-8%,x,-16,u,25%,x
CC(=O)NC(C)C12CC3CC(CC(C(=O)O)(C3)C1)C2 (stereo not drawn),-3,-8%,6%,-4,1%,0%,24
O=C(NCC(=O)N(c1ccccc1)C(C(=O)NCC1CCCO1)c1ccccc1)c1cccs1 (stereo not drawn),-2,11%,0%,-14,-5%,-3%,-3
CCc1ccc(Cn2nnc(C(=O)Nc3ccc(OC)cc3OC)c2N)cc1,-2,-8%,0%,-7,u,12%,18
Cc1c(NC(=O)CSc2nnc(-c3ccco3)n2-c2ccccc2)c(=O)n(-c2ccccc2)n1C,-5,-3%,17%,4,u,9%,-2
CC(=O)c1nnn(-c2ccc(F)cc2F)c1C,-1,-5%,-1%,6,-7%,6%,4
Cc1csc(=O)n1CCC(=O)OCC(=O)NNC(=O)c1ccc(Br)cc1,x,-17%,x,0,-11%,28%,x
COC(=O)c1cccc(-c2noc(-c3ccccc3F)n2)c1,x,-8%,x,4,-5%,x,x
COc1cc(C(=O)OCCc2c(C)nc3nc[nH]n3c2=O)cc(OC)c1OC,9,-19%,0%,9,5%,3%,20
C/C(=N\OCC(=O)OCC(=O)NC(=O)c1ccccc1)c1ccc2c(c1)OCO2,x,u,x,-27,u,-2%,x
CCN1CCCC1CN(Cc1cc2ccc(C)cc2[nH]c1=O)C(=S)Nc1ccc(OC)cc1OC (stereo not drawn),1,34%,u,-37,u,-7%,-10
Clc1ccc(Cn2cc(/C=N/n3cnnc3)c3ccccc32)c(Cl)c1,8,23%,-1%,15,-10%,1%,-12
COc1cc(C(=O)OCC(=O)Nc2ccc(C)cc2)cc(OC)c1OC,-5,-6%,3%,-17,-7%,-9%,-6
Cc1c(CCO)c(=O)n(-c2ccccc2)n1S(=O)(=O)c1ccc([N+](=O)[O-])cc1,0,-28%,-2%,u,3%,13%,-10
CC(=O)N1c2ccc(S(=O)(=O)N3CCC(C(=O)NCc4ccc(F)cc4)CC3)cc2CC1C (stereo not drawn),-4,52%,-4%,-40,u,-2%,-4
Cc1ccc(NC2CCCN(C(=O)CCCN3CCCCC3=O)C2)cc1C (stereo not drawn),13*,78%[activator],-5%,-8,-9%,-8%,21
CCc1nn(-c2cc(Oc3ccccc3)nc(-c3ccccc3)n2)c(N)c1C#N,-6,-9%,1%,-37,-5%,-11%,-8
COc1ccccc1N1CCN(c2nc3ccccc3nc2C(C#N)C(=O)OC(C)C)CC1 (stereo not drawn),-1,15%,-13%,60,2%,u,-2
COc1cccc(NC(=O)CN(C)C(=O)CCN2C(=O)C3CC=CCC3C2=O)c1 (stereo not drawn),x,0%,x,2,0%,-16%,x
Cc1nn(Cc2ccccc2)c(C)c1NC(=O)CSc1nc(-c2ccccc2)nc2c1cnn2-c1ccccc1,-2,-22%,0%,-16,u,13%,31
O=C(CN(Cc1ccccc1C(F)(F)F)C(=O)CNC(=O)c1ccco1)NC1CCCC1,2,9%,0%,4,u,-8%,16
COc1ccc(COC(=O)C2=C(C)NC(=O)NC2c2ccccc2OC(C)C)cc1 (stereo not drawn),-1,7%,4%,-17,-20%,-5%,x
CCN1C(=O)[C@H]2[C@H]3CN=C(SCc4ccc(C#N)cc4)N3[C@@](CC)(C(=O)OC)[C@H]2C1=O,x,15%,x,-10,x,2%,x
Cc1ccc(C)c(N(C)C(=O)COc2cc(=O)n(C)c3ccccc23)c1,-8,38%,-3%,-19,-13%,-2%,-17
Brc1ccc(-c2n(-c3ccccn3)c3ccccc3[n+]2-c2ccccn2)cc1,8,2%,-11%,-12,-3%,-4%,13
COc1cccc(-c2cccc(NC(=O)C3CCN(Cc4cnn(C)c4)CC3)c2)c1,7,22%,-4%,11,9%,-4%,-3

# Fetched by structure from the list above, 2 records:
SMILES,Cycloheximide cs,AmpC inh no detg,Giardia FBPA inh,HCMV inh,AmpC detergent,AMA1 RON2 block,Shiga inhibitor
CCc1nn(-c2cc(Oc3ccccc3)nc(-c3ccccc3)n2)c(N)c1C#N,-6,-9%,1%,-37,-5%,-11%,-8
O=C(CN(Cc1ccccc1C(F)(F)F)C(=O)CNC(=O)c1ccco1)NC1CCCC1,2,9%,0%,4,u,-8%,16

# Results in AmpC detergent and HCMV inh, for some of the entries so far:
structure | AmpC detergent | HCMV inh
O=C(CN(Cc1ccccc1C(F)(F)F)C(=O)CNC(=O)c1ccco1)NC1CCCC1 | u | 4
COc1ccccc1N1CCN(c2nc3ccccc3nc2C(C#N)C(=O)OC(C)C)CC1 (stereo not drawn) | 2% | 60
COc1ccc(COC(=O)C2=C(C)NC(=O)NC2c2ccccc2OC(C)C)cc1 (stereo not drawn) | -20% | -17
CCc1nn(-c2cc(Oc3ccccc3)nc(-c3ccccc3)n2)c(N)c1C#N | -5% | -37
COc1cccc(NC(=O)CN(C)C(=O)CCN2C(=O)C3CC=CCC3C2=O)c1 (stereo not drawn) | 0% | 2
Cc1ccc(C)c(N(C)C(=O)COc2cc(=O)n(C)c3ccccc23)c1 | -13% | -19

# New compounds follow.
SMILES,Cycloheximide cs,AmpC inh no detg,Giardia FBPA inh,HCMV inh,AmpC detergent,AMA1 RON2 block,Shiga inhibitor
COc1ccc(/C=C/c2nc(-c3ccccc3O)n[nH]2)cc1,70*,-12%,-20%,129,-10%,69%[activator],74*
O=C(CC(=O)NC1CCCCC1)N/N=C/c1ccccc1F,-1,-5%[11.4 µM],-2%,10,-10%,x,-6
O=C1NC(=O)C(Cc2ccc(OCCN3COc4ccccc4C3=O)cc2)S1 (stereo not drawn),25*,x,21%,x,x,x,9
COc1ccc(CN2C(=O)C(C)=C(C)C2OC)cc1 (stereo not drawn),4,-7%,-9%,-1,-4%,-2%,-10
CC(Cl)C(=O)NC(=O)NC12CC3CC(CC(C3)C1)C2 (stereo not drawn),-2,-13%,-2%,-33,-3%,-10%,3
O=C(Nc1nncs1)c1ccccc1Br,-3,-22%,1%,-17,5%,-2%,35
CCOC(=O)c1c(C)nc2cc(C)ccn12,-1,-11%,-1%,-24,-9%,8%,27

# Source: PubChem (National Center for Advancing Translational Sciences (NCATS))
